Bioassay records as filed in PubChem BioAssay.
OX1R antag-1: antagonists of human orexin 1 receptor (OX1R). Orexin/Hypocretin receptor type 1 (Homo sapiens), O43613. OX1R-expressing cells, FRET antagonist read-out. inhibition, % at 6.6 µM. 1.8% of 330,000 active. AID 485270, 2010; in the data active = inhibition mostly above about 38%, no sharp cut-off; inactive = mostly below about 40%;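 note: 0% = agonist challenge alone and 100% = reference antagonist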
Target sequence (O43613 whole entry, looked up): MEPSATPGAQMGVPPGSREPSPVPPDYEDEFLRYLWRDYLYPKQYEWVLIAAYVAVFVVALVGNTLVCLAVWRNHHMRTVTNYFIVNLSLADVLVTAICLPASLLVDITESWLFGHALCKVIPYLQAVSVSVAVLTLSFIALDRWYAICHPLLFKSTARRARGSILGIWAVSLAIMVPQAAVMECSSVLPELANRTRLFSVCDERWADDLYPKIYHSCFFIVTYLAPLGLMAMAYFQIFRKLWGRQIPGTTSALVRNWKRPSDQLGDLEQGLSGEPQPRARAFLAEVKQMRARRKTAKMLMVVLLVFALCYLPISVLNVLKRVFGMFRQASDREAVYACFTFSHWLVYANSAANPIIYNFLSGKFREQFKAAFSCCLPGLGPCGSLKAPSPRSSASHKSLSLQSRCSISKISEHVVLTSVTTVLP
OX1R antag-2: OX1R (HCRTR1) antagonists, primary screen, fluorescence, CHO/OX1R cells, Fluo-8 calcium, orexin A | Orexin/Hypocretin receptor type 1 (Homo sapiens), O43613 | Fluo-8 calcium fluorescence | inhibition, % at 5 µM | 0.43% of 330,000 active | AID 434989, 2010;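 active = inhibition above its plate's threshold, mean inhibition of all tested compounds on the plate plus 3 SD, cut at about 37% in these data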;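 note: 0% = orexin A challenge wells and 100% = SB-334867-A antagonist wells; not every result past the cut was called active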
Numbers without * were called inactive.

SMILES	OX1R antag-1	OX1R antag-2
CCC(Oc1ccccc1)C(=O)Nc1ccc(-c2nnc(-c3ccco3)o2)cc1 (centres undefined)	9	-9
CCN1CCN(CCn2c(=S)[nH]c3cc4c(cc3c2=O)OCO4)CC1	7	-21
Cc1ccc(S(=O)(=O)NNC(=O)c2ccc(O)cc2)cc1	0	-4
Cc1ccc(OCC(=O)N2CCN(C(=O)Cc3ccccc3)CC2)cc1	14	-13
COc1ccc(NC(=O)O/N=C/c2c(C)nn(C(C)(C)C)c2C)cc1	20	-29
CCN1CCCC1CNS(=O)(=O)c1ccc(Cl)c(C(F)(F)F)c1 (centres undefined)	13	-16
Cc1sc(=NC(=O)c2ccco2)n(C)c1-c1ccc(Cl)cc1	4	-28
CC(C)[C@H](NC(=O)[C@@H]1Cc2ccccc2CN1C(=O)OC(C)(C)C)C(=O)NCC1CCCO1 (some centres undefined)	19	-7
Cc1ccc(S(=O)(=O)N(C)C)cc1NC(=O)c1sccc1Cl	3	-18
Cc1cccc(CN2CCNC2=O)c1	9	-2
CCOC(=O)C1=C(C)N=c2s/c(=C/c3ccc(OCC(=O)O)c(OC)c3)c(=O)n2C1c1ccc(Cl)cc1 (centres undefined)	8	-20
COc1ccc(C(=O)COC(=O)COc2cc(C)cc(C)c2)cc1	18	-24
O=C(/C=C/c1cn(-c2ccccc2)nc1-c1cccnc1)N1CCCCC1	11	-36
COc1ccc(Nc2nc3cc(C)ccc3cc2C#N)c(OC)c1	10	-9
CN(CC(=O)Nc1ccc(F)cc1Cl)Cc1cccs1	7	-11
Cc1ccc([N+](=O)[O-])c(OCCN2CCc3ccccc3C2)c1	11	-30
COCCCN1C(=O)C(=O)/C(=C(/O)c2ccc(OC(C)C)cc2)C1c1cccnc1 (centres undefined)	19	4
COc1ccc(NC(=O)COC(=O)C2CCN(C(=O)c3ccc(Cl)cc3)CC2)c([N+](=O)[O-])c1	38*	10
c1ccc(Cc2nn[nH]n2)cc1	29	7
CCN(CC(=O)Nc1ccc(NC(C)=O)cc1)C(=O)C1CC(=O)N(CCc2ccc(OC)c(OC)c2)C1 (centres undefined)	6	-7
CC(C)(C)c1ccc2c(c1)N(CC(=O)O)C(=O)CO2	9	-4
Cc1cc(C)nc(N/N=C/C2=C(O)CC(c3ccccc3)CC2=O)n1 (centres undefined)	22	-14
CCCn1c(NCc2ccccn2)nc2ccccc21	19	-20
C/C(=N\NC(=O)CCCOc1ccc(Cl)cc1C)c1ccc(C)o1	22	-7
N/C(=N\O)c1ccc(Oc2ccccc2Cl)c([N+](=O)[O-])c1	21	-16
CC(=O)Nc1ccc(NC(=O)c2c(C)noc2C)cc1	1	0
CCC1(c2ccccc2)NC(=O)N(CC(=O)N(C)CC(=O)Nc2cccc(F)c2)C1=O (centres undefined)	20	-18
CCOCCCNC(=O)CCC(=O)NNc1nc2ccccc2c2nc(-c3ccccc3)nn12	53*	26
CCOC(=O)C1(Cc2cccc(F)c2)CCN(C(=O)c2cnc(C)cn2)CC1	12	-10
Cc1ccc(CN(c2ccc(C(=O)N3CCOCC3)cc2)S(C)(=O)=O)cc1	21	13

Retrieved one by one from the list above (four):
SMILES	OX1R antag-1	OX1R antag-2
C/C(=N\NC(=O)CCCOc1ccc(Cl)cc1C)c1ccc(C)o1	22	-7
CCCn1c(NCc2ccccn2)nc2ccccc21	19	-20
CCOC(=O)C1(Cc2cccc(F)c2)CCN(C(=O)c2cnc(C)cn2)CC1	12	-10
COc1ccc(NC(=O)COC(=O)C2CCN(C(=O)c3ccc(Cl)cc3)CC2)c([N+](=O)[O-])c1	38*	10

Remaining list, next part.
SMILES	OX1R antag-1	OX1R antag-2
Nc1sc2c(c1C(=O)NC1CCS(=O)(=O)C1)CCCC2 (centres undefined)	9	-16
Cc1c(N=c2c(=O)c3ccccc3c2=O)c(=O)n(-c2ccccc2)n1C	21	-12
CCCOc1ccc(CC(=O)NCC2(c3ccccc3)CCOCC2)cc1OC	32	-18
Cc1noc(C)c1S(=O)(=O)Nc1ccc(C#N)cc1	9	-11
COc1cccc(N2CCN(CC(=O)Nc3ccccc3C(=O)NCc3ccccc3)CC2)c1	2	-7
Cn1c(CNc2ccc(Br)cc2)nc2ccccc21	8	-17
COc1ccc(NCN2C(=O)CCC2=O)cc1	8	5
Cc1[nH]n(C(N)=S)c(=O)c1N=Nc1cc(-c2ccc(Br)cc2)[nH]n1	21	-3
Clc1cccc(Cl)c1CSc1nnc(CN2CCOCC2)n1-c1ccccc1	2	-32
COc1ccc(C(=O)Nc2ccc(NC(=O)CSc3nnc(-c4ccncc4)n3C)cc2)cc1	9	-6
FC(F)C(F)(F)C(F)(F)C(F)(F)c1cc(-c2ccccc2)n[nH]1	42*	53*
CCCN(CC(=O)Nc1ccc(F)c(F)c1F)C(=O)c1cc([N+](=O)[O-])ccc1N1CCOCC1	10	-26
O=S(=O)(c1ccc(Br)s1)N1CCN(c2ccc(F)cc2)CC1	14	-23
Cc1cccc2sc(NC(=O)Cn3cccc3)nc12	10	-16
NC(=O)c1cnn2c(-c3ccc(Cl)cc3Cl)ccnc12	13	-9
COc1ccccc1C(=O)NCCn1ccc2ccccc21	70*	-1
c1ccc(CN2CCC(Nc3nc(-c4cccs4)nc4ccccc34)CC2)cc1	7	-3
COc1ccc(COC(=O)Nc2cn(C)nc2C(F)(F)F)cc1	6	-9
O=S1(=O)N=C(Nc2ccc(N3CCOCC3)cc2)c2ccccc21	14	-2
CCn1c(-c2cccn(Cc3ccccc3)c2=O)n[nH]c1=S	11	-1
Cc1cccc(C(=O)N2CCN(c3ncnc4c3cnn4-c3ccccc3)CC2)c1	24	-26
CC(C(=O)OCC(=O)Nc1ncc(Cl)cc1Cl)N1C(=O)c2ccccc2C1=O (centres undefined)	0	-23
CSc1ccc(S(=O)(=O)NCCSc2ccccn2)cc1	13	-2
Cc1ccc(Oc2ccc(S(=O)(=O)Nc3ccc(C(=O)O)cc3)cc2)cc1	6	25
Cc1ccccc1-c1nnn(Cc2ccc(-c3nn[nH]n3)cc2)n1	0	10
CCCCn1c(-c2cccc(Br)c2)nc2cc3[nH]c(=O)c(C(C)C)nc3cc21	17	-31
Cc1ccccc1NC(=S)N(Cc1cccnc1)Cc1ccccc1Cl	42	-16
Cc1ccc(C(=O)C(C)N(C(=O)c2ccc(Cl)cc2Cl)N2C(=O)CCCC2=O)cc1 (centres undefined)	-2	-13
COc1ccc(-n2c(C)cc(C(=O)COC(=O)c3ccc(O)cc3O)c2C)cc1	18	45*
CC(=O)N1CC(C)Sc2ccc(S(=O)(=O)NCc3ccccc3Cl)cc21 (centres undefined)	23	0
Cc1nn(C)cc1NC(=O)Cn1nc(C(F)(F)F)cc1C1CC1	15	-8
O=C(COC(=O)C1CCCCC1)Nc1cc([N+](=O)[O-])ccc1F	20	-1
CCOC(=O)C1CCN(C(=O)CCNS(=O)(=O)c2cc(Br)cnc2N)CC1	5	-7
CCCCN(C)CCCNC(=O)c1ccc2c(c1)N(CC)C(=O)c1ccccc1S2=O (centres undefined)	0	-16
O=P(c1ccccc1)(c1ccccc1)c1cc(Br)cc(Br)c1OCCO	-7	-24
CNC(=S)N(C1=NCC(c2ccc([N+](=O)[O-])cc2)S1)c1ccccc1 (centres undefined)	30	20
Cn1cc(Br)c(-c2cccc(NC(=O)CCC(=O)O)c2)n1	16	-15
Cc1cccc(CC2S/C(=N/N=C/c3ccco3)NC2=O)c1 (centres undefined)	16	-20
O=C(Nc1ccc(F)cc1)c1ccc(-n2cncn2)c([N+](=O)[O-])c1	51	2
CCN(CC)c1ccc(CNc2ccc3c(c2)ncn3C(C)(C)C)cc1	12	-20
COc1ccc(C(C)(C)C)cc1NC(=S)NCCN1CCOCC1	-4	-24
COc1ccc(NC(C)=O)cc1S(=O)(=O)NC(Cc1ccccc1)C(=O)O (centres undefined)	9	-8
O=C1CSC(=NC2CCCCC2)N1	9	-2
C[C@@H](C(=O)NCc1ccccn1)[C@@H]1C[C@@]1(C)[C@@H](NC(=O)OCc1ccccc1)c1ccccc1	30	-21
COc1ccc(C(=O)OC(C(=O)c2ccccc2)c2ccccc2)cc1 (centres undefined)	17	-17
CNc1nc(-c2ccc([N+](=O)[O-])cc2)cs1	49	-25
CC(C)(CO)N=C1NS(=O)(=O)c2cc([N+](=O)[O-])ccc21	99*	-10
O=[N+]([O-])c1ccc(/C=N/NS(=O)(=O)c2ccc(Cl)cc2)o1	20	-5
CCCCN(C(=O)NC(=O)Nc1ccccc1OCC)S(C)(=O)=O	14	-26
Cc1nnc(CN(C)Cc2cn[nH]c2-c2ccc(-c3ccccc3)cc2)o1	21	-12
CC1CCCCN1C(=O)Cn1cnc2cc([N+](=O)[O-])ccc2c1=O (centres undefined)	123*	-10
CCOC(=O)c1c(CN2CCN(C)CC2)n(-c2ccccc2)c2cc(Br)c(O)cc12	10	-12
CC(Sc1nncn1C)C(=O)Nc1nnc(-c2ccccc2)s1 (centres undefined)	6	-21
O=C(Nc1ccc(N2CCOCC2)cc1)C1CC(O)CN1S(=O)(=O)c1ccc(Cl)cc1 (centres undefined)	10	-5
Cn1cc(C(=O)c2ccc(Cl)cc2Cl)cc1C(=O)N/N=C(\N)COc1ccc(Cl)cc1Cl	5	-19
Cc1ccc2c(c1)nnn2C1CCN(CC(=O)Nc2ccc(F)cc2)CC1	-3	-2
COc1ccc(-n2ccnc2SCC(=O)NO)cc1	8	-5
COc1ccc(OC)c(C(c2nnnn2Cc2ccccc2)N2CCN(C3CCCCC3)CC2)c1 (centres undefined)	28	-28
CCc1ccc2[nH]cc(C(=O)N3CCCCCC3)c(=O)c2c1	11	6
CCc1ccc2oc(=O)cc(CN3CCN(Cc4ccccc4)CC3)c2c1	6	-27
Following part:
SMILES	OX1R antag-1	OX1R antag-2
CC(C)C(=O)Nc1ccc(C(=O)N/N=C/C2CC3C=CC2C3)cc1 (centres undefined)	9	6
CCn1c(COc2cccc(C)c2)nnc1SCC(=O)NC1CCCC1	16	-17
CCCC(=O)NC(=S)c1c(C)n(C)n(-c2ccccc2)c1=O	14	-20
NC(=S)N/N=C/c1cn(CCC(=O)O)nc1-c1cccc(Br)c1	36	-7
CCC1Oc2ccccc2N(CC(=O)NCCCN2CCN(Cc3ccccc3)CC2)C1=O (centres undefined)	16	-20
NC(=O)C1CCN(c2oc(/C=C/c3ccc(F)cc3)nc2S(=O)(=O)c2ccccc2)CC1	27	-15
c1ccn(-c2ncnc3sc4c(c23)CCCC4)c1	7	-6
O=S(=O)(NCC1CCN(S(=O)(=O)c2ccccc2)CC1)c1ccccc1	3	-5
CNCCOc1ccccc1C(C)(C)C	12	-10

Filtered by structure, the compounds so far with a Cl atom (17)
SMILES	OX1R antag-1	OX1R antag-2
CCN1CCCC1CNS(=O)(=O)c1ccc(Cl)c(C(F)(F)F)c1 (centres undefined)	13	-16
Cc1sc(=NC(=O)c2ccco2)n(C)c1-c1ccc(Cl)cc1	4	-28
Cc1ccc(S(=O)(=O)N(C)C)cc1NC(=O)c1sccc1Cl	3	-18
CCOC(=O)C1=C(C)N=c2s/c(=C/c3ccc(OCC(=O)O)c(OC)c3)c(=O)n2C1c1ccc(Cl)cc1 (centres undefined)	8	-20
CN(CC(=O)Nc1ccc(F)cc1Cl)Cc1cccs1	7	-11
COc1ccc(NC(=O)COC(=O)C2CCN(C(=O)c3ccc(Cl)cc3)CC2)c([N+](=O)[O-])c1	38*	10
C/C(=N\NC(=O)CCCOc1ccc(Cl)cc1C)c1ccc(C)o1	22	-7
N/C(=N\O)c1ccc(Oc2ccccc2Cl)c([N+](=O)[O-])c1	21	-16
Clc1cccc(Cl)c1CSc1nnc(CN2CCOCC2)n1-c1ccccc1	2	-32
NC(=O)c1cnn2c(-c3ccc(Cl)cc3Cl)ccnc12	13	-9
CC(C(=O)OCC(=O)Nc1ncc(Cl)cc1Cl)N1C(=O)c2ccccc2C1=O (centres undefined)	0	-23
Cc1ccccc1NC(=S)N(Cc1cccnc1)Cc1ccccc1Cl	42	-16
Cc1ccc(C(=O)C(C)N(C(=O)c2ccc(Cl)cc2Cl)N2C(=O)CCCC2=O)cc1 (centres undefined)	-2	-13
CC(=O)N1CC(C)Sc2ccc(S(=O)(=O)NCc3ccccc3Cl)cc21 (centres undefined)	23	0
O=[N+]([O-])c1ccc(/C=N/NS(=O)(=O)c2ccc(Cl)cc2)o1	20	-5
O=C(Nc1ccc(N2CCOCC2)cc1)C1CC(O)CN1S(=O)(=O)c1ccc(Cl)cc1 (centres undefined)	10	-5
Cn1cc(C(=O)c2ccc(Cl)cc2Cl)cc1C(=O)N/N=C(\N)COc1ccc(Cl)cc1Cl	5	-19
